Pol kappa inh: qHTS for Inhibitors of Polymerase Kappa. DNA polymerase kappa (Homo sapiens), Q9UBT6. purified Pol kappa, fluorescent DNA synthesis assay, 10 min. Potency, µM (top dose mostly 107 µM), without a hit: at the top dose activity, negative = inhibition, actives largely listed as inhibitors. 400,000 compounds, 0.53% hits. AID 588579, 2011; note: % is set by controls: 0 for no effect and ±100 for the full control effect
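Enzyme at 10 nM met test compounds for 15 min at room temperature. Substrate addition (50 nM final) began the reaction, which was monitored by fluorescence at 0 and 10 min.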
Apoferritin bind: qHTS Assay for Identification of Novel General Anesthetics | Ferritin light chain (Equus caballus), P02791 | apoferritin/1-aminoanthracene competitive binding, fluorescence | Potency, µM (series often up to 77.5 µM), for inactives: at the highest dose activity change, negative = displacement, hits mostly inhibitors | 350,000 compounds, 0.074% hits | AID 485281, 2010; note: % is set by controls: 0 for no effect and ±100 for the full control effect; nearly all actives have a fitted effect of over 20% in size
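Horse-spleen apoferritin (10 uM) in 50% saturated 1-aminoanthracene in PBS was incubated 10 min at room temperature with compound. Fluorescence (ex 380, em 535 nm) was normalized to free and bound 1-AMA, with concentration-response fitted by a four-parameter Hill equation.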
POLH inh: qHTS for Inhibitors of Polymerase Eta. DNA polymerase eta (Homo sapiens), Q9Y253. recombinant Pol eta, fluorescent DNA replication assay. Potency, µM (titrated, usually from 114 µM), for the others: at the highest dose activity change, negative = inhibition, hits mostly inhibitors. 390,000 compounds, 1.2% hits. AID 588591, 2011; note: % is set by controls: 0 for no effect and ±100 for the full control effect
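Pol eta (10 nM) was preincubated with compounds for 15 min at room temperature, after which fluorescent replication substrate (50 nM final) was added to start the reaction. Fluorescence was read kinetically at 0 and 10 min.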
G9a inh: qHTS Assay for Inhibitors of Histone Lysine Methyltransferase G9a; Histone-lysine N-methyltransferase EHMT2 (Homo sapiens), Q96KQ7; G9a H3K9 monomethylation, AlphaScreen, 2 h; Potency, µM (doses to about 102 µM), for inactives: top-dose activity, negative = inhibition, most hits filed as inhibitors; 350,000 compounds, 8.8% hits; AID 504332, 2011; note: % is set by controls: 0 for no effect and ±100 for the full control effect; nearly all actives have a fitted effect of over 75% in size
Target sequence (Q96KQ7 913-1193 limits assumed): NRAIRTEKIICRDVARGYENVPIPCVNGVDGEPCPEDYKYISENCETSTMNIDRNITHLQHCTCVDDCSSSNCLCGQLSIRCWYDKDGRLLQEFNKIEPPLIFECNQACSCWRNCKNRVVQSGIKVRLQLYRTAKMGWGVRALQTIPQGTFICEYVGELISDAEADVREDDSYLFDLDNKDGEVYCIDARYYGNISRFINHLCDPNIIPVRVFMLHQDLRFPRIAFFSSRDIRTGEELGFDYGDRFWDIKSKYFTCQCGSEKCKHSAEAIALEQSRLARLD
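Quantitative HTS format: methyltransferase activity on a biotin-tagged H3K9 peptide is measured by AlphaScreen, using a rabbit anti-monomethyl-H3K9 antibody with streptavidin donor and anti-IgG acceptor beads. Final levels are 20 nM enzyme, 500 nM peptide, 20 uM SAM; 2 h RT.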
APE1 inh: qHTS Assay for Inhibitors of the Human Apurinic/apyrimidinic Endonuclease 1 (APE1); DNA repair nuclease/redox regulator APEX1 (Homo sapiens), P27695; recombinant APE1, TAMRA/BHQ-2 abasic DNA cleavage fluorescence; Potency, µM (titrated, usually from 65.8 µM), without a hit: at the highest dose activity change, negative = inhibition, usual class: inhibitors; 350,000 compounds, 0.35% hits; AID 2517, 2012;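 note: plate controls were vehicle for no effect and reference inhibitor for full effect; nearly all actives have a fitted effect of over 55% in size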
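Kinetic fluorescence read (525 ex/598 em nm, three reads 60 s apart) of AP-site incision; signal = third minus first read. Enzyme 0.75 nM, dual-labelled THF duplex 50 nM, compound preincubation 15 min RT.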
BLM inh: qHTS Assay for Inhibitors of Bloom's syndrome helicase (BLM); RecQ-like DNA helicase BLM (Homo sapiens), P54132; recombinant BLM DNA unwinding, fluorescence dequenching; Potency, µM (top dose mostly 56.1 µM), for the others: at the highest dose activity change, negative = inhibition, actives largely listed as inhibitors; 350,000 compounds, 0.2% hits; AID 2528, 2010;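 note: plate controls were vehicle for no effect and no enzyme for full effect; nearly all actives have a fitted effect of over 35% in size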
POLB inh: qHTS Assay for Inhibitors of DNA Polymerase Beta | P06746 | Pol beta primer extension/strand displacement, fluorescence kinetic | Potency, µM (doses to about 114 µM), for the others: at the top dose activity change, negative = inhibition, usual class: inhibitors | 340,000 compounds, 1.3% hits | AID 485314, 2010; note: % is set by controls: 0 for no effect and ±100 for the full control effect
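Kinetic readout of DNA synthesis with strand displacement by Pol beta. Compound and 10 nM enzyme sit 15 min at room temperature; 50 nM substrate starts the reaction, read immediately and at 10 min.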
BAZ2B inh: qHTS Assay for Inhibitors of BAZ2B | Bromodomain adjacent to zinc finger domain protein 2B (Homo sapiens), Q9UIF8 | AlphaScreen BAZ2B-H3K14Ac peptide displacement | Potency, µM (series often up to 114 µM), inactives show at the top dose activity change, negative = inhibition, most hits filed as inhibitors | 360,000 compounds, 4.4% hits | AID 504333, 2011; note: % is set by controls: 0 for no effect and ±100 for the full control effect; nearly all actives have a fitted effect of over 60% in size
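Multi-concentration screen (max 110 uM) measuring displacement of acetylated histone H3 peptide from BAZ2B by AlphaScreen, using 50 nM protein, 50 nM peptide and 10 ug/mL streptavidin donor plus Ni-chelate acceptor beads.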
POLI inh: qHTS for Inhibitors of Polymerase Iota | DNA polymerase iota (Homo sapiens), Q9UNA4 | Pol iota fluorescent replication assay, 10 min | Potency, µM (series often up to 115 µM), inactives show at the top dose activity, negative = inhibition, hits mostly inhibitors | 390,000 compounds, 1% hits | AID 588590, 2011
Target sequence (Q9UNA4 whole entry, looked up): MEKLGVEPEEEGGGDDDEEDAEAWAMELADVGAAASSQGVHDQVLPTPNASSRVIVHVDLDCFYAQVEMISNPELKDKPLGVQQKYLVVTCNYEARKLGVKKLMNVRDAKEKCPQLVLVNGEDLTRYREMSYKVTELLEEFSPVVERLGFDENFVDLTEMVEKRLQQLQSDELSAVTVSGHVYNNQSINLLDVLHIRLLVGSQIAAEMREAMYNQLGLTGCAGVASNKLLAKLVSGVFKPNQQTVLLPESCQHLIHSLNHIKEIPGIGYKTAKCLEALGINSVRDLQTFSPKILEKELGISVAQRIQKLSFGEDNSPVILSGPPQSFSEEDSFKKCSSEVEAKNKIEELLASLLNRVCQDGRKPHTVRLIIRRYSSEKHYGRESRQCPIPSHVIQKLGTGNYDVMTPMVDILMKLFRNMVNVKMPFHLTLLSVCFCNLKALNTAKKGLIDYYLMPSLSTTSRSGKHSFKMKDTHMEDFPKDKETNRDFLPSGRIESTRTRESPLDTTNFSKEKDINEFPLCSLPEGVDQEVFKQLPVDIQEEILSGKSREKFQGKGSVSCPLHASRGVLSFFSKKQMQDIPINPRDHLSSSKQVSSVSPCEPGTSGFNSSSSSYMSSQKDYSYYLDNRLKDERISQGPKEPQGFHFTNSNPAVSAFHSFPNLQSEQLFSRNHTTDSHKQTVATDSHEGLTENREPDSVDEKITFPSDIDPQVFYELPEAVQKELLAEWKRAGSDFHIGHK
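Fluorescent replication assay read twice, at 0 min and 10 min after adding 50 nM (final) substrate. Enzyme (10 nM) and compounds were first incubated 15 min at room temperature; enzyme-free buffer wells were negative controls.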
The depositor's hits bear a star; ? = inconclusive; nt = not tested or not shown; [ ] = dose if it differs, or a comment. Calls come from the whole dose curve; as a rule, active = well fitted curve in the direction sought with a large enough effect; inconclusive = small, poorly fitted or top-dose-only effect, or another doubt; inactive = no such curve, though single readings can be large; an effect the other way counts as inactive or inconclusive. Potency is the fitted concentration of half-maximal effect.

SMILES	Pol kappa inh	Apoferritin bind	POLH inh	G9a inh	APE1 inh	BLM inh	POLB inh	BAZ2B inh	POLI inh
CC1CCN(S(=O)(=O)c2ccc(N=NC3=C(O)CC(C)(C)CC3=O)cc2)CC1	4%	-13%	-14%	?	2%	6%	9%	-10%	-14%
O=S(=O)(c1ccc(Br)cc1)n1ccc2ccccc21	-10%	-18%	-17%	38%[59 µM]	9%	-6%	19%	50%[activator]	2%
O=C(NCCOc1ccc2ccccc2c1)c1cncc(Br)c1	9%	-3%	-16%	-8%[59 µM]	9%	-3%	-1%	-3%	18%
NC(=O)c1c(NC(=O)Cn2cnc([N+](=O)[O-])n2)sc2c1CCCC2	-4%	-1%	-5%	?	2%	-5%	12%	-28%	2%
Cc1ccc(OCCCC(=O)NNC(=O)c2ccncc2)cc1	2%	nt	-22%	15%[59 µM]	9%	nt	nt	-4%	4%
CCN(CC)CC(C(=O)N(CC)CC)P(=O)(c1ccccc1)c1ccccc1 (configuration not stated)	4%	-12%	-9%	-31%[59 µM]	-1%	0%	22%	21%	-7%
COc1ccc(C(=O)Nc2c(C)cc(C)cc2C)cc1OC	14%	9%	-3%	nt	3%	0%	27%	10%	8%
O=C(/C=C/c1ccccc1)NC(=S)Nc1ccc2c3c(cccc13)CC2	0%	-5%	-20%	14%[59 µM]	3%	-3%	17%	3%	14%
Cc1cccc2sc(N(Cc3cccnc3)C(=O)CCS(=O)(=O)c3ccccc3)nc12	-14%[60.1 µM]	-6%	8%	-19%[59 µM]	nt	-11%	?	-6%	?
Cc1ccc(C)c(NC(=O)CCC(=O)N2CCOc3ccccc32)c1	-4%	-23%	-20%	-3%	5%	-1%	3%	-6%	29%
O=S(=O)(c1ccc(Cl)cc1)N1CCN2CCCC2C1 (configuration not stated)	11%	-3%	-4%	-2%	8%	0%	6%	-28%	-5%
CCOC(=O)C1=C(C)N(CCCC(=O)O)C(=O)NC1c1ccc([N+](=O)[O-])cc1 (configuration not stated)	18%	-1%	-6%	-43%	-3%	3%	6%	3%	28%
CC1CCN(S(=O)(=O)N2CCCC(C(=O)NCc3ccccc3Cl)C2)CC1 (configuration not stated)	16%	0%	-8%	28%	58%	0%	-8%	-4%[57.1 µM]	62%[activator]
Cc1cc(C)c2oc(=O)cc(CN3CCCCC3)c2c1	-4%	-3%	5%	?	6%	-5%	18%	6%	2%
CCn1c2ccccc2c2cc(/C=N/NC(=O)c3ccc(O)cc3)ccc21	?	168%[activator]	?	18%[59 µM]	3%	-6%	?	4%	?
Oc1cccc(Nc2nc(-c3ccccc3Cl)nc3ccccc23)c1	-18%	-16%	?	16%	10%	-8%	4%	0%	34%[activator]
CN(CC(=O)Nc1cccc(F)c1)C(=O)c1ccc(S(=O)(=O)N2CCCC2)cc1	-14%	nt	-7%	8%[12.7 µM]	-11%	nt	nt	6%	8%
CN1CCN(S(=O)(=O)c2ccc(NC(=S)NC(=O)C3CCCC3)cc2)CC1	-8%	-16%	4%	?	?	-8%	?	-20%	45%[activator]
O=C1CCN(Cc2ccccc2)C=C1c1ccc2ccccc2c1	-21%	nt	-20%	nt	2%	nt	nt	nt	23%
CCC(C(=O)NC1CCCC1)N(C(=O)Cn1nnc(-c2ccc(C)o2)n1)c1cccc(OC)c1 (configuration not stated)	-1%	5%	-24%	-38%	47%	-1%	27%	4%	137%[activator]
CCOc1cc2[nH]c(=O)n(CCC(=O)NCCc3ccccc3)c(=O)c2cc1OCC	-5%	-5%	2%	-1%	-12%	0%	0%	-14%	8%
NC1CCN(c2c(F)cc3c(=O)c(C(=O)O)cn(C4CC4)c3c2Cl)C1 (configuration not stated)	11%	1%	-6%	71µM*	5%	28%	?	?	1%
O=C(CN(C1CCCCC1)S(=O)(=O)c1ccccc1)N1CCCC1	-4%	-7%	5%	6%[12.7 µM]	4%	0%	7%	-4%	-6%
CCCCCCSc1nnc(N)s1	1%	?	-5%	-2%	2%	-1%	0%	3%	26%
Cc1nn2c(-c3ccc(F)cc3)ccnc2c1Cl	-5%	3%	-9%	13%	51%[activator]	-6%	-16%	23%	39%[activator]
The list goes on:
SMILES	Pol kappa inh	Apoferritin bind	POLH inh	G9a inh	APE1 inh	BLM inh	POLB inh	BAZ2B inh	POLI inh
CCCn1c(SCC(=O)NC)nnc1C(C)C	-6%	-9%	7%	7%	0%	1%	-1%	3%	6%
C/C(=N/NC(=O)c1ccc(Cn2cccn2)o1)c1cccc(NC(=O)c2ccncc2)c1	-1%	-15%	-5%	-7%	11%	3%	0%	-19%	-2%
CCOc1nc(-c2ccccc2O)nc2ccccc12	-2%	-8%	-11%	17%[59 µM]	-1%	-2%	?	73%[activator]	12%
O=C(Nc1ccccc1)c1nc[nH]c1C(=O)N1CCc2ccccc2C1	-5%	nt	-20%	1%[0.501 µM]	11%	nt	nt	5%	23%
CC(=O)Nc1ccc(NC(=O)CCC(=O)Oc2ccc(C)cc2)cc1	-1%	-16%	-11%	-34%	-6%	-2%	10%	-13%	9%
COCCN(CC(=O)Nc1ccccc1C(F)(F)F)C(=O)/C=C/c1cc(Cl)c2c(c1)OCO2	1%	nt	-6%	6%[12.7 µM]	2%	nt	nt	-3%	-10%
Cc1ccc(S(=O)(=O)N(C)c2ccc(OCC(=O)OCc3c(C)noc3C)cc2)cc1	-2%	44%[activator]	1%	-15%[12.7 µM]	-8%	-6%	12%	13%	2%
Cc1ccc(CN2CCC(CNC(=O)c3cnn(-c4ccccc4)c3C3CCN(C(=O)OC(C)(C)C)CC3)CC2)cc1	-22%	-1%	-13%	-14%[59 µM]	nt	4%	-1%	5%[57.1 µM]	7%
COc1cccc(C(=O)NCCc2csc(-c3ccc(Cl)cc3)n2)c1	-20%[60.1 µM]	-8%	-25%	14%[59 µM]	nt	-7%	2%	9%	20%
COc1ccc(-c2cc(C(=O)NNC(=S)NC(=O)c3c(-c4ccccc4)noc3C)[nH]n2)cc1	0%	6%	-20%	45µM*	10%	-10%	-3%	-20%	65%[activator]
COc1cc([C@@H]2c3cc4c(cc3[C@@H](O)[C@H]3COC(=O)[C@H]23)OCO4)cc(OC)c1O[Si](C)(C)C(C)(C)C	-15%	-16%	?	17%[12.7 µM]	11%	-16%	-29%	-17%	19%
CC(C)(C)OC(=O)N[C@@H](Cc1c[nH]c2ccccc12)c1nnc(SCC(N)=O)o1	3%	-9%	-15%	?	-6%	-2%	19%	4%	15%
Cn1c(=O)[nH]c(=O)c2c1nc(N1CCOCC1)n2Cc1ccccc1	-8%	0%	-5%	1%[59 µM]	nt	2%	-3%	4%	5%
N#Cc1c(N)n(CCNC(=O)c2cccs2)c2nc3ccccc3nc12	-23%	888%[activator]	0%	-32%[12.7 µM]	-4%	-4%	2%	10%	?
Cc1ccc(-c2c(C(=O)N/N=C/c3cccs3)nnn2-c2nonc2N)cc1	-15%	-15%	-3%	nt	-13%	-10%	8%	?	12%
CC1CCN(C(=O)c2ccc(CNS(=O)(=O)c3ccc(C(C)(C)C)cc3)cc2)CC1	-15%	nt	-19%	nt	6%	nt	nt	nt	-15%
O=C(NC(Cc1ccccc1)C(=O)N1CCCCC1)c1ccccc1 (configuration not stated)	-19%	nt	-24%	23%[2.33 µM]	9%	nt	nt	7%	14%
O=C(Nc1ccccc1Cl)OCc1cncs1	14%	?	-4%	9%	-3%	-1%	4%	4%	-7%
O=S(=O)(NCCS(=O)(=O)N1CCN(c2ccccc2F)CC1)c1ccc(Cl)cc1	-3%[60.1 µM]	3%	-15%	3%[59 µM]	nt	-2%	-7%	4%	7%
COc1cc(/C=N/N2C(=O)CSC2=S)cc(Br)c1O	40µM*	-16%	25µM*	45µM*	?	-6%	35µM*	40µM*	?
Cc1ccc(CNC(=O)c2c(C)cc(=O)oc2C)cc1	-2%	?	-6%	-48%	17%	-1%	22%	2%	-2%
CC(=O)Nc1cccc(C(=O)OCc2ccc([N+](=O)[O-])cc2)c1	-8%[60.1 µM]	-10%	-2%	-4%	5%	-2%	0%	-12%	22%
Cc1cc(C(C)C)n2c(nc3ccccc32)c1C#N	nt	2%	nt	33%[activator]	-1%	-1%	-1%	1%	nt
COc1cc2nc(Nc3ccc(C)c(Cl)c3)nc(N)c2cc1OC	0%	-20%	-26%	50µM*	3%	-12%	-16%	?	18%
O=C(COC(=O)CNS(=O)(=O)c1ccc(Br)cc1Cl)NCCc1ccccc1	0%	-15%	-18%	16%	-5%	-5%	14%	-12%	2%
COc1ccccc1CNc1cc(-c2ccccc2OC)ncn1	-11%[60.1 µM]	nt	nt	-7%[0.501 µM]	1%	2%	nt	nt	nt
CCc1cccc(NC(=O)Cn2cccc2)c1	1%	-14%	3%	-46%[59 µM]	-2%	1%	30%	?	5%
O=C(c1ccc(Br)o1)N(c1ccccn1)C1CCCCC1	-1%	-7%	-22%	11%[59 µM]	2%	-3%	11%	1%	10%
CSc1nnc(-c2ccc(O)cc2)n1C	2%	-23%	-4%	5%	-1%	-1%	-6%	0%	5%[58.9 µM]
CCOC(=O)Cn1c(=O)oc2cc(S(=O)(=O)N3CCN(c4ccccn4)CC3)ccc21	-16%	-6%	-3%	0%	-3%	-4%	1%	9%	-12%

Entries above that have a cyano group (two):
SMILES	Pol kappa inh	Apoferritin bind	POLH inh	G9a inh	APE1 inh	BLM inh	POLB inh	BAZ2B inh	POLI inh
N#Cc1c(N)n(CCNC(=O)c2cccs2)c2nc3ccccc3nc12	-23%	888%[activator]	0%	-32%[12.7 µM]	-4%	-4%	2%	10%	?
Cc1cc(C(C)C)n2c(nc3ccccc32)c1C#N	nt	2%	nt	33%[activator]	-1%	-1%	-1%	1%	nt

Only part of the results is shown; rates above refer to the full screens.
